Bioassay records deposited in PubChem by Broad Institute.
ERp5 block – inhibitors of ERp5-driven insulin aggregation, primary screen, biochemical, turbidity, absorbance 650 nm, single point; 90 min; 350,000 tested, 0.05% active; inhibition, % at 9.99 µM; AID 651711, 2012;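 active = mean replicate inhibition above about 25%, with every replicate also reaching it, limit read from the data, passing the limit was not always enough; inconclusive = only one of those two criteria met; inactive = neither criterion met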
Target sequence (Q15084 whole entry, looked up): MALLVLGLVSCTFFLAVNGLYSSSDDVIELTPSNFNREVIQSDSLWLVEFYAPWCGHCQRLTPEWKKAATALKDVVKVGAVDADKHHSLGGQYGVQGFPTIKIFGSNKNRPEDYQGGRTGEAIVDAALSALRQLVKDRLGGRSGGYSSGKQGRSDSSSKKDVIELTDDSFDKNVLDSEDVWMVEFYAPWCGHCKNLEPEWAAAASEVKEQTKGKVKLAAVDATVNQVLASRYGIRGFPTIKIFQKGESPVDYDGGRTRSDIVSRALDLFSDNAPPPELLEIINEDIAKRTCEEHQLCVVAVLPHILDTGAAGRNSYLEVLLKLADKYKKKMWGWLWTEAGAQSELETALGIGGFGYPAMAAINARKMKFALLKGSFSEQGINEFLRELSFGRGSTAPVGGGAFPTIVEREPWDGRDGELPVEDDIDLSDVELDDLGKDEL
SIRT5 inh – SIRT5 desuccinylase inhibitors, primary screen, biochemical, fluorescence imaging, single point, set 5 | NAD-dependent protein deacylase sirtuin-5, mitochondrial (Homo sapiens), Q9NXA8 | Purified SirT5, succinyl-peptide AMC, trypsin-coupled fluorescence | inhibition, % at 15 µM | 330,000 tested, 1.1% active; in the data active = inhibition above about 15%; inconclusive = no clear call, values can overlap the other calls
Target sequence (Q9NXA8 whole entry, looked up): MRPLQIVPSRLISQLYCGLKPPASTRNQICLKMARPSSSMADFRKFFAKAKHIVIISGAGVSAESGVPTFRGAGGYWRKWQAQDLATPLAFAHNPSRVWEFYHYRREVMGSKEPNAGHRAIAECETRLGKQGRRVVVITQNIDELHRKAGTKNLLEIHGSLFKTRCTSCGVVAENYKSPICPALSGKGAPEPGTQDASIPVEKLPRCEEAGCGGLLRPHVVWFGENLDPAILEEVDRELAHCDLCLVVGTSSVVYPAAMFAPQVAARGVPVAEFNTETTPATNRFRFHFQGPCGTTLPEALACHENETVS
C2C12 statin – suppressors of statin myotoxicity in C2C12 myotubes, primary screen, cell-based, single point, plate reader | C2C12 myotubes + simvastatin, ATP luminescence, 48 h; scaled: DMSO 0, geranylgeraniol control 100 | rescue of ATP level, % at 7.49 µM | 330,000 tested, 0.78% active | AID 602340, 2012;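 active = mean ATP rescue above about 67%, or every replicate alone reaching that limit, limit read from the data, passing the limit was not always enough; inconclusive = no clear call, values can overlap the other calls; inactive = mean under the limit and some replicate under it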;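 note: myotubes were challenged with 10 µM simvastatin during compound exposure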
DENV2 CPE – inhibitors of DENV2 cytopathic effect, primary screen, cell-based, plate reader, single concentration; DENV2-infected cells, cytopathic effect rescue; CPE inhibition, % at 9.99 µM; 350,000 tested, 1.7% active; in the data active = CPE inhibition above about 20%, passing the limit was not always enough; inconclusive = no clear call, values can overlap the other calls; tested in BHK-21 cells;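 note: 0% = median of neutral control wells and 100% = median of positive control wells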
S100A4 MyoIIA – inhibitors of S100A4-myosin IIA peptide binding, primary screen, biochemical, fluorescence polarization, TAMRA-MyoIIA peptide; 360,000 tested, 0.14% active; inhibition, % at 10.7 µM; AID 652163, 2013; Protein S100-A4 (Homo sapiens), P26447;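 active = mean inhibition of at least 70% across replicates, with every replicate also reaching that level; inconclusive = mean inhibition reaches 70% but some replicates fall short; inactive = mean inhibition below 70%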
Target sequence (P26447 whole entry, looked up): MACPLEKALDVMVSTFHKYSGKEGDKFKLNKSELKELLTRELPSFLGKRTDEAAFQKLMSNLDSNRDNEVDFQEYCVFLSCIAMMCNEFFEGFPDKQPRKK
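Test system: S100A4 monomer protein; Medium: HEPES pH 7.2 with CaCl2, KCl, NaCl, DTT, Triton; Probe or stimulus: TAMRA-labelled myosin IIA heavy-chain peptide probe, 5 nM; Doses: one dose per compound; Times: polarization read 5 min after assay mix addition, stable 5–60 min; Benchmarks: neutral control DMSO, positive control TFP.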
E-selectin induc – E-selectin induction in HUVECs, primary screen, imaging, HUVEC, immunofluorescence imaging, single point. P16581. normalized: neutral wells 0, TNF-alpha wells 100. activation, % at 7.58 µM. 260,000 tested, 0.37% active;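 active = mean E-selectin-positive cell signal at least 10% of the positive control, reached in at least 60% of replicates, without over 20% cell loss; inconclusive = no rule given, readout overlaps actives, possibly toxicity-flagged; inactive = the rest, including those meeting only one limit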;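 note: in these data hits start at about 27%; measured in HUVEC primary endothelial cells; signal is the percent of cells scored E-selectin positive by PE staining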
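Material: HUVEC primary endothelial cells; Amount: 3,000 cells per well; Dosing: single concentration; Medium: EGM-2 growth medium on 0.1% gelatin-coated wells; Read-out basis: percent E-selectin-positive cells; Signal: immunofluorescence imaging; Control set: TNF-alpha, DMSO.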
PglD inh – C. jejuni PglD acetyltransferase inhibitors, primary screen, biochemical, DTNB colorimetric, single point | UDP-N-acetylbacillosamine N-acetyltransferase PglD (Campylobacter jejuni) | purified PglD enzyme, DTNB colorimetric CoA detection | inhibition, % at 12.5 µM | 360,000 tested, 0.098% active | AID 602405, 2012; in the data active = inhibition above about 16%, passing the limit was not always enough; inconclusive = no clear call, values can overlap the other calls; note: strong numbers were not always called active
* hit, by the source's call; ? = inconclusive; nt = not tested or not shown.

SMILES	ERp5 block	SIRT5 inh	C2C12 statin	DENV2 CPE	S100A4 MyoIIA	E-selectin induc	PglD inh
CC(C)(C)OC(=O)C[C@@H]1C/C=C\C[C@H](CC(=O)NCCO)C(=O)N[C@@H](c2ccccc2)COC1=O	1	nt	14	14	-5	-0.1	-1
Cc1ccc2cc(CCNS(=O)(=O)c3ccc(F)cc3)c(=O)[nH]c2c1	3	nt	12	6	0	0.4	0
CCc1ccc(Nc2n[n+](-c3ccccc3)c(-c3cccc(Cl)c3Cl)s2)cc1	-3	nt	-11	11	-6	nt	-4
CCN(CC)C(=O)c1cccc(C)c1	4	0	4	?	-2	0.7	5
O=C(N/N=C/c1c(O)n(Cc2ccccc2)c(=O)c2ccccc12)c1cccnc1	2	4	nt	10	-7	nt	nt
Cc1ccc(-c2cnc3c(c2)C(=O)N([C@@H](C)CO)C[C@@H](C)[C@@H](CN(C)Cc2ccccc2C(=O)O)O3)cc1	6	1	4	0	0	nt	0
Cc1cnc(NC(=O)CSc2nnc(C)n2N)s1	4	nt	nt	-10	3	nt	nt
CCc1ccc(/C=N/NC(=O)c2ccccn2)cc1	9	2	nt	20	0	0.0	-3
COC(=O)C[C@@H]1C[C@@H]2c3cc(NC(=O)Cc4ccncc4)ccc3O[C@@H]2[C@@H](CO)O1	7	-5	7	0	6	0.0	3
CC(Nc1cccc(F)c1)C(=O)Nc1ccc(S(N)(=O)=O)cc1 (stereo not given)	-4	-1	nt	nt	0	nt	nt
COc1cc(C(=O)OC(C)C(=O)Nc2ccc3c(c2)OCCO3)cc(OC)c1OC (stereo not given)	-4	0	2	?	0	nt	0
COCCCNC(=O)Cc1ccc(S(=O)(=O)N2CCOCC2)s1	1	-4	3	0	-14	nt	3
COc1ccc(CNC(=O)Nc2nnc([C@@H]3C[C@H](O)[C@@H](CO)O3)s2)cc1	5	nt	1	2	1	0.1	-1
O=C(CSc1nnc2ccccn12)NNC(=O)c1ccc(Cl)cc1	7	-3	25	-3	2	7.8	1
Cc1c(C(=O)NCc2cccc(Cl)c2)sc(=O)n1Cc1ccc(F)cc1	-2	nt	18	-7	-22	nt	6
CCc1ccc(Nc2nc(N3CCOCC3)nc(N3CCOCC3)n2)cc1	-10	-3	-94	-6	2	nt	-5
O=C(c1cccc([N+](=O)[O-])c1)N1CCN(c2n[nH]c(=O)[nH]c2=O)CC1	-5	-7	2	-5	-2	0.6	-2
C[C@H](CO)N1C[C@H](C)[C@@H](CN(C)C(=O)Nc2cccc3ccccc23)Oc2ccc(NC(=O)CCC(F)(F)F)cc2CC1=O	5	0	-16	7	7	0.0	-2
CCCC#Cc1ccc([C@H]2[C@@H](CO)N(C(C)=O)[C@H]2CNC(=O)C2CCCC2)cc1	0	-1	nt	-2	-3	0.8	nt
CCCC#Cc1ccc2c(c1)O[C@@H](CN(C)C(=O)c1cnccn1)[C@H](C)CN([C@@H](C)CO)S2(=O)=O	7	-1	-21	-4	10	0.6	1
CC1CCCC(C)N1C(=O)COC(=O)COc1ccc(C#N)cc1 (stereo not given)	-3	-2	8	14	-13	nt	-1
CC(C)CN(C(=O)COC(=O)CCSc1ccc(Cl)cc1)c1c(N)n(Cc2ccccc2)c(=O)[nH]c1=O	0	-2	13	6	-1	0.0	0
O=C(NCC1CCCC(CNC(=O)Nc2ccc(Cl)cn2)C1)Nc1ccc(Cl)cn1 (stereo not given)	3	-2	24	-7	2	nt	nt
CSc1ccccc1NC(=O)N1CCCC(C(=O)c2ccc3c(c2)OCO3)C1 (stereo not given)	-3	0	2	1	3	-0.7	-1
C=CCn1c(N)cc(=O)nc1SC(CC)C(=O)Nc1ccc(C(C)=O)cc1 (stereo not given)	1	1	29	-2	6	0.1	-1

Of the compounds above, three contain an NH in an aromatic ring.
SMILES	ERp5 block	SIRT5 inh	C2C12 statin	DENV2 CPE	S100A4 MyoIIA	E-selectin induc	PglD inh
Cc1ccc2cc(CCNS(=O)(=O)c3ccc(F)cc3)c(=O)[nH]c2c1	3	nt	12	6	0	0.4	0
O=C(c1cccc([N+](=O)[O-])c1)N1CCN(c2n[nH]c(=O)[nH]c2=O)CC1	-5	-7	2	-5	-2	0.6	-2
CC(C)CN(C(=O)COC(=O)CCSc1ccc(Cl)cc1)c1c(N)n(Cc2ccccc2)c(=O)[nH]c1=O	0	-2	13	6	-1	0.0	0

Following part
SMILES	ERp5 block	SIRT5 inh	C2C12 statin	DENV2 CPE	S100A4 MyoIIA	E-selectin induc	PglD inh
CCOC(=O)C1=CN(Cc2ccco2)S(=O)(=O)NC1c1ccc(F)c(Cl)c1 (stereo not given)	-2	-5	18	5	4	-0.8	2
Cc1onc(-c2ccccc2)c1C(=O)N/N=C/c1c[nH]c2ccccc12	2	0	16	-7	1	nt	7
CC1(NC(=O)CCS(=O)(=O)c2ccc(Cl)cc2)CCS(=O)(=O)C1 (stereo not given)	6	0	20	0	1	4.8	-1
CCc1ccc(C(=O)N2CCN(S(=O)(=O)c3sc(C(=O)O)c(C)c3C(=O)O)CC2)cc1	4	-1	0	-7	-1	-0.4	-4
CCOC(=O)c1sc(NC(=O)CC)c(C#N)c1C	-5	-2	-10	?	-5	0.0	-5
Cc1ccc(O)c(NC(=O)c2noc(C(C)C)c2[N+](=O)[O-])c1	-1	1	nt	9	-4	-1.6	nt
CC(C)CC#Cc1cnc2c(c1)C(=O)N([C@H](C)CO)C[C@@H](C)[C@@H](CN(C)C(=O)Cc1cccnc1)O2	4	1	-8	-1	4	0.4	-2
CSC(=CC(=O)c1ccccc1)SC	2	2	-8	nt	7	nt	18
CCCCNS(=O)(=O)c1cccc(NC(=O)[C@@H]2O[C@H](CO)[C@H](O)[C@H](O)[C@H]2O)c1	-2	-1	-7	-1	-1	0.5	-2
CCc1cc2c(=O)n(Cc3ccccc3)c(SC3CCOC3=O)nc2s1 (stereo not given)	5	-1	nt	-4	-1	1.7	-2
O=C(NC(NC(=S)N1CCOCC1)C(Cl)(Cl)Cl)c1cccc2ccccc12 (stereo not given)	-6	-6	nt	11	12	-1.6	1
N#C[C@H]1[C@H](c2ccc(-c3ccccc3F)cc2)[C@@H](CO)N1C(=O)Cc1ccccc1	4	2	14	-11	-2	0.2	-2
O=C(O)C1CCCCC1C(=O)N1CCCC1 (stereo not given)	3	-2	nt	5	-1	nt	nt
CC1Cc2ccccc2N1S(=O)(=O)c1cccc(C(=O)NCC(c2ccco2)N2CCCC2)c1 (stereo not given)	-4	-2	15	2	-7	-0.3	2
O=C(NCCCN1CCCC1=O)C1CCN(S(=O)(=O)c2cc(C(F)(F)F)ccc2Cl)CC1	-10	-2	7	12	-5	0.3	0
O=c1[nH]c2ccc(Br)cc2c(-c2ccccc2)c1N1CCOCC1	-3	-3	nt	-5	44	0.1	-1
COc1ccc(OC)c(/C=C2\Oc3cc(OCC(=O)N4CCC(C(=O)O)CC4)ccc3C2=O)c1	3	4	-9	-17	-2	nt	-5
COC(=O)c1sccc1NC(=O)Nc1ccc(F)cc1	-1	-4	nt	-6	-3	0.0	nt
C[C@@H]1CN([C@H](C)CO)C(=O)c2cc(C3=CCCCC3)cnc2O[C@H]1CN(C)C(=O)c1ccccc1	1	-1	-12	-6	7	0.4	1
CCSc1nnc(NC(=O)C2CC2c2ccccc2)s1 (stereo not given)	2	0	nt	?	-8	nt	nt
CCC(=O)Nn1c(C2CCC2)nc2ccccc2c1=O	-2	2	1	2	-2	nt	9
CCCc1cc(=O)oc2c(C)c(OC(C)C(=O)NCCN3CCOCC3)ccc12 (stereo not given)	5	0	5	1	-1	nt	-1
CCOc1ccc(-c2nnc(Nc3ccc(OC)c(C(=O)N4CCCCC4)c3)c3ccccc23)cc1	-3	3	nt	9	1	nt	-3
CN(C)S(=O)(=O)c1cccc(NC(=S)NCc2ccco2)c1	-2	-2	nt	0	1	nt	nt
O=C(C1CCC1)N1CCCCN2[C@H](C1)[C@H](c1ccc(-c3cccc(F)c3)cc1)[C@@H]2CO	2	-2	-3	-7	?	nt	-1

Looked up by compound from the entries so far (six):
SMILES	ERp5 block	SIRT5 inh	C2C12 statin	DENV2 CPE	S100A4 MyoIIA	E-selectin induc	PglD inh
Cc1onc(-c2ccccc2)c1C(=O)N/N=C/c1c[nH]c2ccccc12	2	0	16	-7	1	nt	7
CN(C)S(=O)(=O)c1cccc(NC(=S)NCc2ccco2)c1	-2	-2	nt	0	1	nt	nt
CC1Cc2ccccc2N1S(=O)(=O)c1cccc(C(=O)NCC(c2ccco2)N2CCCC2)c1 (stereo not given)	-4	-2	15	2	-7	-0.3	2
O=c1[nH]c2ccc(Br)cc2c(-c2ccccc2)c1N1CCOCC1	-3	-3	nt	-5	44	0.1	-1
Cc1ccc(O)c(NC(=O)c2noc(C(C)C)c2[N+](=O)[O-])c1	-1	1	nt	9	-4	-1.6	nt
COC(=O)c1sccc1NC(=O)Nc1ccc(F)cc1	-1	-4	nt	-6	-3	0.0	nt

The results go on:
SMILES	ERp5 block	SIRT5 inh	C2C12 statin	DENV2 CPE	S100A4 MyoIIA	E-selectin induc	PglD inh
Brc1ccccc1C1N=C(c2ccccc2)NO1 (stereo not given)	2	0	1	-8	5	nt	4
C[C@@H]1CN([C@H](C)CO)C(=O)CCCn2cc(nn2)CO[C@H]1CN(C)Cc1ccc(C(=O)O)cc1	-2	-7	nt	13	-12	-0.1	nt
C[C@@H]1CN([C@H](C)CO)C(=O)Cc2cc(NC(=O)Cn3cnnn3)ccc2O[C@@H]1CN(C)S(C)(=O)=O	nt	nt	22	3	nt	6.4	-1
Cc1c(Cl)c([N+](=O)[O-])nn1CC(=O)NCCCN1CCOCC1	5	nt	-8	-4	2	-0.1	2
COC(=O)c1ccsc1NC(=O)CN1C(=O)CCC1=O	3	0	4	-4	2	0.6	-3
C=CCNC(=O)C(=O)Nc1cc2c3c(c1)CCC(=O)N3CCC2	-8	1	8	-3	-3	2.3	1
Cc1ccc(C(=O)N2C(=S)C(c3ccc(F)cc3)=NC23CCN(C)CC3)cc1	4	0	nt	-3	-2	6.7	0
CCS(=O)(=O)N1Cc2ccccc2CC1C(=O)Nc1ccc(F)cc1 (stereo not given)	-3	-2	nt	13	-1	-0.4	nt
O=C1CCCN1C(=O)CSc1ncnc2sccc12	-2	-1	-11	-8	1	-3.4	nt
COc1ccccc1C(=O)N(Cc1nc(-c2ccc(Cl)cc2)no1)C(C)C	5	nt	4	15	3	nt	4
CCO[C@H]1OC(C(=O)NCc2nc3ccccc3[nH]2)=C[C@@H](C2CCCCC2)[C@@H]1CCCO	2	nt	-15	11	5	0.3	1
COc1ccc(S(=O)(=O)n2nc(-c3ccc(Cl)cc3)cc2N)cc1	-5	-1	14	-6	-4	nt	3
Cc1onc(-c2ccccc2Cl)c1C(=O)N1CCOC12CCN(c1cccc(F)n1)CC2	-7	-3	nt	-5	1	nt	nt
CCC(=O)N(C)C[C@H]1Oc2cc(-c3cccc(F)c3)ccc2S(=O)(=O)N([C@@H](C)CO)C[C@H]1C	-3	-4	-19	-9	10	0.0	0

Some of the compounds tested; count on the stated rates, not on these rows.
